# Source: PubChem BioAssay
# Tau FP inhib: inhibitors of human tau fibril formation | P10636 | K18 P301L tau heparin fibrillization, Alexa594 FP, 6 h | Potency, µM (doses to about 57.7 µM), without a hit: at the top dose activity, negative = inhibition, hits mostly inhibitors | actives 0.39% (n = 280,000) | AID 1468; also: nearly all actives have a fitted effect of over 55% in size
#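 Human K18 P301L fragment (15 uM unlabeled plus 0.24 uM Alexa 594-labeled) in 100 mM sodium acetate pH 7 with compound, aggregation induced by 20 uM heparin for 6 hr at 37 C. ThT (30 uM) added for 1 hr, then Alexa 594 FP read.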
# GLA spleen mod: inhibits or activates alpha-galactosidase in human spleen homogenate. actives 0.008% (n = 240,000). P06280. AID 2107. Potency, µM (top dose mostly 80 µM), for inactives: at the highest dose activity change, negative = inhibition, hits mostly inhibitors. human spleen homogenate, 4MU-alpha-Gal fluorescence, 40 min;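 also: 0% = enzyme with vehicle and -100% = no enzyme basal signal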
#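 Human spleen homogenate (1 ug) as enzyme source, 4-methylumbelliferyl-alpha-D-galactopyranoside 1 mM final, citrate/phosphate pH 5.0 with 0.01% Tween-20. Compounds 40 min at 37C, NaOH/glycine stop; fluorescence Ex 365/Em 440, Hill-fit AC50.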
# Tau ThT inhib: blocks human tau fibril formation measured by thioflavin T | recombinant tau K18 P301L, heparin-induced fibrillization, ThT fluorescence | Potency, µM (doses to about 57.4 µM), without a hit: top-dose activity, negative = inhibition, actives largely listed as inhibitors | actives 2.1% (n = 270,000); also: nearly all actives have a fitted effect of over 55% in size
#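 Tau K18 P301L fragment (15 uM unlabeled plus 0.24 uM Alexa 594-labeled) in 100 mM sodium acetate pH 7 with compound, fibrillization induced by 20 uM heparin for 6 hr at 37 C. Thioflavin T (30 uM) added, fluorescence read after 1 hr (ex 450, em 510 nm).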
# L3MBTL1 block: blocks human L3MBTL1; Q9Y468; AlphaScreen L3MBTL1–H3K9me1 peptide binding; Potency, µM (titrated, usually from 57.1 µM), for the others: at the top dose activity, negative = inhibition, most hits filed as inhibitors; actives 0.66% (n = 230,000); AID 485360; also: nearly all actives have a fitted effect of over 60% in size
#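 Read-out is AlphaScreen signal from streptavidin donor and nickel chelate acceptor beads (10 ug/mL final each) bridging L3MBTL1 (50 nM) and biotinylated K9-monomethylated H3(1-15) peptide (75 nM), after 30 min compound exposure at room temperature.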
# TR SRC2 fluor cs: alters Texas Red total fluorescence, flagging assay interference. actives 0.29% (n = 280,000). Potency, µM (titrated, usually from 106 µM), for inactives: top-dose fluorescence change, negative = quenching. TRb/SRC2 Texas Red total fluorescence interference; active = well fitted curve in either direction with a large enough effect; inconclusive = small, poorly fitted or top-dose-only effect
#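 Human TRb ligand-binding domain at 0.6 uM with 20 nM Texas Red SRC2 peptide in Tris buffer containing 1 uM T3 and 5% DMSO, incubated with compound 5 h at ambient temperature. Total fluorescence (555/632 nm) calculated as parallel + 2 × perpendicular.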
# TRb-SRC2 inh: disrupts binding of human TR beta to SRC2; TRbeta-SRC2 peptide binding, fluorescence polarization; receptor liganded with 1 µM T3; AID 1469; Potency, µM (top dose mostly 106 µM), for inactives: top-dose activity change, negative = inhibition, hits mostly inhibitors; P10828; actives 0.065% (n = 280,000);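 also: plate controls were bound peptide for no effect and peptide without receptor for full effect; nearly all actives have a fitted effect of over 50% in size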
# Target sequence (P10828 whole entry, looked up): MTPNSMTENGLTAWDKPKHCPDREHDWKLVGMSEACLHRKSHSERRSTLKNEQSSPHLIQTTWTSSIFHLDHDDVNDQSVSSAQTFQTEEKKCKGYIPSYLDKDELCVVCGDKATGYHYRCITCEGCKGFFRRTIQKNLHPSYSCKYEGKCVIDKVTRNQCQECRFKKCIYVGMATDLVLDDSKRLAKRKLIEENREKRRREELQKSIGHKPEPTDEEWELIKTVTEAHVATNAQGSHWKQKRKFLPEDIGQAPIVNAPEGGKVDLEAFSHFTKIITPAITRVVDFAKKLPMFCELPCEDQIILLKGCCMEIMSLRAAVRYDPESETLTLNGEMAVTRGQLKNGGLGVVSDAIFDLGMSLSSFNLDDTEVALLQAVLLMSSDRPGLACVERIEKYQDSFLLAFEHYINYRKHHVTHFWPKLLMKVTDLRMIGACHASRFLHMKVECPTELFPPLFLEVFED
#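 A fluorescence polarization screen tested compounds at multiple concentrations against complex formation between 0.6 uM TRb ligand-binding domain and 20 nM Texas Red SRC2 peptide, with 1 uM T3 present; readout after 5 hr.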
# Tau fluor counter: counter-screen for tau fibril formation inhibitors; tau K18 P301L (four-repeat tau fragment) Alexa594 fluorescence, heparin fibrillization; actives 0.93% (n = 280,000); Potency, µM (doses to about 57.7 µM), for the others: top-dose activity change, negative = decrease; AID 1463; also: nearly all actives have a fitted effect of over 55% in size
#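 Human K18 P301L tau (15 uM unlabeled plus 0.24 uM Alexa 594-labeled, final) in 100 mM sodium acetate pH 7 was mixed with compound and 20 uM heparin and incubated 6 hr at 37 C.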
# ALDH1A1 inh: blocks purified human ALDH1A1 activity; AID 1030; Purified ALDH1A1, NADH fluorescence, propionaldehyde substrate; actives 7.3% (n = 220,000); Potency, µM (series often up to 75.3 µM), without a hit: at the highest dose activity, negative = inhibition, hits mostly inhibitors; P00352; active = well fitted inhibition curve with a large enough effect, not every such curve was filed as active; inconclusive = small, poorly fitted or top-dose-only effect, or another doubt; inactive = no such curve, though single readings can be large or run the other way;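 also: plate controls were no enzyme wells and a reference inhibitor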
# Target sequence (P00352 whole entry, looked up): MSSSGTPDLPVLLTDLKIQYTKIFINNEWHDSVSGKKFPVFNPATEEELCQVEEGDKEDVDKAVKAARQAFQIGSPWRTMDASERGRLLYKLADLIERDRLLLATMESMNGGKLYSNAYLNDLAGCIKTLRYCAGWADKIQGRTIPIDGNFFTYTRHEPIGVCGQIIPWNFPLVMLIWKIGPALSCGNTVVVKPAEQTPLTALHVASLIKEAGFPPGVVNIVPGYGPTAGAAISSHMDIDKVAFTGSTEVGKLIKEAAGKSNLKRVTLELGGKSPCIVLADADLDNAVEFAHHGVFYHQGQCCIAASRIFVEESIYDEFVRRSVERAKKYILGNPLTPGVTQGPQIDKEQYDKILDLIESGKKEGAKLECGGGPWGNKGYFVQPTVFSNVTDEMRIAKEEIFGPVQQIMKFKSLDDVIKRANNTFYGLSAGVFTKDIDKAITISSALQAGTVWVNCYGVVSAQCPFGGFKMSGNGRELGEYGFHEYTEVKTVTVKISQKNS
# The depositor's hits bear a star; ? = inconclusive; . = no result given; & = joins results of further samples; [ ] = remark or other dose. Unless noted, calls follow the shape of the dose curve; as a rule, active = well fitted curve in the direction sought with a large enough effect; inconclusive = small, poorly fitted or top-dose-only effect, or another doubt; inactive = no such curve, though single readings can be large; an effect the other way counts as inactive or inconclusive. Unless noted, % is scaled to controls: 0 for no effect and ±100 for the full control effect; potency is read from the fitted curve at half-maximal effect.
structure	GLA spleen mod	TRb-SRC2 inh	ALDH1A1 inh	Tau fluor counter	TR SRC2 fluor cs	Tau ThT inhib	Tau FP inhib	L3MBTL1 block
COc1ccc(/C=N/S(=O)(=O)c2ccc(C)cc2)cc1	-11%	6%	?	0%	2%	-1%	5%	12%
Cc1cccc(NC(=O)c2oc(=O)c3ccccc3c2-c2ccccc2)c1C	-4%	-10%	-3%	-2%	-1%	3%	2%	-7%
Cc1ccc(NC(=S)N(CCN2CCOCC2)Cc2ccccc2F)cc1	3%	4%	-8%	-12%	-4%	-3%	1%	-23%
Cc1ccccc1NC(=O)c1c(C)nn(-c2ccccc2)c1Cl	-5%	5%	?	6%	-5%	-3%	3%	6%
CCC(C)Nc1nnnc2c1sc1nc3c(cc12)COC(C)(C)C3 (stereo unspecified)	-4%	-8%	10µM*	-9%	-7%	-11%	5%	5%
CCCCn1c(SCC(=O)Nc2cc(C)on2)nnc1-c1cccnc1	3%	-1%	8%	7%	0%	9%	7%	-2%
CCOc1ccc(OCC)c(NC(=O)C2CCN(c3ncccn3)CC2)c1	4%	4%	4%	-3%	1%	-3%	5%	-7%
CC(=O)N=c1c(C#N)cc2c(=O)n3ccccc3nc2n1Cc1ccccc1	0%	6%	?	8%	1%	-4%	6%	-4%
CCc1ccccc1NC(=O)Cn1nc(C)c2nn(-c3ccc(Cl)cc3)c(C)c2c1=O	.	4%	.	-1%	-2%	4%	7%	.
COc1ccc(-c2nc(-c3ccccc3OC)no2)cc1OC	7%	-3%	?	-19%	-1%	-11%	-13%	-2%
CSCCC(Nc1ccc(S(=O)(=O)N2CCOCC2)cc1[N+](=O)[O-])C(=O)OCC(=O)NCC(C)C (stereo unspecified)	3%	-2%[53 µM]	0%	-6%	-2%[53 µM]	-5%	-1%	-5%
O=C(NN1C(=O)c2ccccc2C1=O)C1CC2CCC1C2 (stereo unspecified)	8%	0%	8%	-4%	0%	-2%	3%	7%

# (more compounds)
structure	GLA spleen mod	TRb-SRC2 inh	ALDH1A1 inh	Tau fluor counter	TR SRC2 fluor cs	Tau ThT inhib	Tau FP inhib	L3MBTL1 block
CCOC(=O)N1CCN(CC(=O)Nc2ccc(F)c(F)c2F)CC1	-3%	-2%	3%	-11%	-3%	-2%	-1%	.
O=S(=O)(NCCCN1CCOCC1)c1ccc(Cl)s1	1%	1%	.	-7%	-1%	-7%	-4%	-1%
CCn1c(CNc2ccc(F)cc2)nnc1SCC(=O)N1CCCc2ccccc21	2%	8%	?	-5%	-3%	-5%	1%	-6%
O=C(c1sccc1Br)N1CCN(Cc2ccc3c(c2)OCO3)CC1	2%	-6%	.	-2%	-7%	-2%	-3%	-12%
O=C1C2C3C=CC(C4CC34)C2C(=O)N1CCc1ccccc1 (stereo unspecified)	-4%	0%	-14%	-3%	-1%	-4%	-13%	-4%
Cc1cc(C)c(C#N)c(SCC(=O)NC(C)(C)C)n1	-1%	1%	13%	-7%	2%	-15%	4%	.
Cc1ccc(S(=O)(=O)N(C)C)cc1NC(=O)c1cccs1	6%	2%	.	10%	1%	.	3%	.
O=C(N/N=C/c1ccc(-c2cccc([N+](=O)[O-])c2)o1)c1ccccc1O	-8%	0%	-5%	?	-1%	8.9µM*	7%	-1%
O=C(Nc1ccc(C(F)(F)F)cc1)c1cccnc1N1CCOCC1	-19%	-3%	2%	-12%	1%	-10%	-4%	.
Cn1c(=O)c2c(nc(/C=C/c3cccc(Cl)c3)n2C)n(C)c1=O	?	0%&-4%	?	-7%&-14%	2%&-1%	-11%&-13%	-3%&-6%	.
CCN(CC)S(=O)(=O)c1ccc(Cl)c(C(=O)NCc2ccccc2Cl)c1	-7%	1%	7.9µM*	-16%	-6%	?	6%	1%
CCOc1ccc(N2C(=O)C3ON(c4ccccc4)C(c4ccco4)C3C2=O)cc1 (stereo unspecified)	1%	9%	?	-7%	0%	-6%	4%	.

# Later entries
structure	GLA spleen mod	TRb-SRC2 inh	ALDH1A1 inh	Tau fluor counter	TR SRC2 fluor cs	Tau ThT inhib	Tau FP inhib	L3MBTL1 block
COC(=O)C(O)(CC(=O)Nc1cc(Cl)ccc1Cl)C(F)(F)F (stereo unspecified)	-6%	-8%	-7%	-1%	2%	-3%	1%	-1%
Cc1ccc(CCNC(=O)c2cc3c(=O)oc4ccccc4c3s2)cc1	.	-8%	.	-3%	-1%	-10%	-1%	.
O=C(c1cc(Br)ccc1Cl)N1CCCC1	2%	-4%	-2%	-11%	0%	-9%	0%	2%
CCCCOC(=O)/C(C#N)=C/c1ccc(-c2cccc(C(F)(F)F)c2)o1	.	-6%	.	-21%	0%	-16%	0%	.
Cc1cc(C)n2c(Br)c(CSc3nc4ccccc4s3)nc2n1	-1%	-3%	?	2%	-3%	?	-7%	-10%
COc1ccc2cc(C(N)=O)c(=Nc3ccc(C)cc3)oc2c1	2%	1%	7%	-16%	-2%	?	?	-14%
O=[N+]([O-])c1cccc(Cl)c1CSc1ccccn1	1%	5%	20µM*	-17%	-2%	-4%	-2%	-12%
CC(=O)Nc1n[nH]c(-c2ccc(C)cc2)c1C	-13%	2%	3%	0%	4%	4%	2%	-2%
CC1CCCN(C/C=C/c2ccccc2[N+](=O)[O-])C1 (stereo unspecified)	-5%	3%	12%	-1%	0%	1%	-12%	5%
COc1ccc(N2CC(C)Cn3c2nc2c3c(=O)n(Cc3ccccc3)c(=O)n2C)c(OC)c1 (stereo unspecified)	2%	0%	32µM*	-16%	0%	?	13%	.
Cc1ccc(NC(=O)CN(C)C(=O)CSc2nc(C)cs2)cc1	1%	2%	12%	-5%	-1%	2%	-4%	.
COc1ccc(C(=O)/C=C/C(=O)N(CC(=O)NC2CCCCC2)CC2CCCO2)c(O)c1 (stereo unspecified)	4%	-3%	?	0%	1%	?	?	-11%

# The list goes on.
structure	GLA spleen mod	TRb-SRC2 inh	ALDH1A1 inh	Tau fluor counter	TR SRC2 fluor cs	Tau ThT inhib	Tau FP inhib	L3MBTL1 block
CC(C)(C)c1ccc(Cn2nnc3c(=O)[nH]c(C4CCCN(C(=O)Cc5cccs5)C4)nc32)cc1 (stereo unspecified)	1%	-5%	?	-11%	-1%	?	8%	-6%
COc1cccc(C(=O)NCC(=O)OCC(=O)Nc2ncc(Cl)cc2Cl)c1	-8%	0%	1%	-10%	-1%	-11%	-8%	-3%
O=S(=O)(Nc1nc2ccccc2s1)c1ccc(Cl)nc1	11%	4%	?	-8%	-3%	0%	3%	11%
COc1cc(NC(=O)c2ccco2)c(OC)cc1NC(=O)CCC(=O)Nc1cccc(C)c1C	-1%	6%	2%	-27%	-1%	-24%	?	-3%
COc1ccc(Cl)cc1NC(=S)NNC(=O)c1cccs1	-3%	-2%	10µM*	-24%	-2%	?	7%	-21%
CCOC(=O)c1c(C)oc2nc(C)nc(NCCCN3CCN(c4cc(Cl)ccc4C)CC3)c12	.	-5%	.	-3%	0%	-12%	6%	.
CCN(CC(=O)NCc1cccs1)C(=O)c1cc(S(=O)(=O)N2CCOCC2)ccc1C	-5%	3%	8%	3%	-1%	-5%	4%	-4%
Cc1ccc2ncnc(NCCCCCC(=O)O)c2c1	-4%	3%	-2%	19%	0%	10%	-8%[2.34 µM]	0%
COc1cc(C(=O)n2nc(C)cc2C)ccc1O	-4%	-5%	8%	-16%	-2%	-10%	-8%	.
O=C(CN1C(=O)NC2NC(=O)NC21)N/N=C/c1ccccc1O (stereo unspecified)	12%	4%	3%	5%	-2%	-1%	5%	-18%
CCOC(=O)N1CCN(C(=O)CCSc2ccccc2)CC1	10%	0%	?	-2%	-5%	?	-2%	-1%
O=C(c1cccs1)c1cn(CCOc2ccc(F)cc2)c2ccccc12	.	2%	.	?	-8%	-14%	?	.
COc1ccc(CN2C3CCCC2CC(NC(=O)/C=C/c2ccccc2)C3)cc1 (stereo unspecified)	-6%	7%	?	-5%	4%	0%	1%	?
COc1ccc(C2CC(=O)c3c(C)nc(N4CCN(Cc5ccccc5)CC4)nc3C2)cc1OC (stereo unspecified)	0%	-3%	25µM*	-7%	0%	-15%	5%	-14%
CC(=O)c1ccc(-c2cc([C@H]3[C@H]4C=CC[C@@H](C)[C@@H]4C(=O)N3Cc3ccccc3)ccc2F)cc1	-7%	-5%	.	-1%	0%	-14%	7%	.

# Structures listed so far containing two or more sulfur atoms, in the order listed:
structure	GLA spleen mod	TRb-SRC2 inh	ALDH1A1 inh	Tau fluor counter	TR SRC2 fluor cs	Tau ThT inhib	Tau FP inhib	L3MBTL1 block
CSCCC(Nc1ccc(S(=O)(=O)N2CCOCC2)cc1[N+](=O)[O-])C(=O)OCC(=O)NCC(C)C (stereo unspecified)	3%	-2%[53 µM]	0%	-6%	-2%[53 µM]	-5%	-1%	-5%
O=S(=O)(NCCCN1CCOCC1)c1ccc(Cl)s1	1%	1%	.	-7%	-1%	-7%	-4%	-1%
Cc1ccc(S(=O)(=O)N(C)C)cc1NC(=O)c1cccs1	6%	2%	.	10%	1%	.	3%	.
Cc1cc(C)n2c(Br)c(CSc3nc4ccccc4s3)nc2n1	-1%	-3%	?	2%	-3%	?	-7%	-10%
Cc1ccc(NC(=O)CN(C)C(=O)CSc2nc(C)cs2)cc1	1%	2%	12%	-5%	-1%	2%	-4%	.
O=S(=O)(Nc1nc2ccccc2s1)c1ccc(Cl)nc1	11%	4%	?	-8%	-3%	0%	3%	11%
COc1ccc(Cl)cc1NC(=S)NNC(=O)c1cccs1	-3%	-2%	10µM*	-24%	-2%	?	7%	-21%
CCN(CC(=O)NCc1cccs1)C(=O)c1cc(S(=O)(=O)N2CCOCC2)ccc1C	-5%	3%	8%	3%	-1%	-5%	4%	-4%

# Hits appear at their usual frequency (roughly 8.5% active in at least one column).
